TcdB GH inh – blocks C. difficile toxin B glycohydrolase activity. P18177. TcdB glycohydrolase enzymatic assay, plate reader. inhibition, % at 9.99 µM. actives 0.24% (n = 350,000). AID 652162; in the data active means inhibition above about 10%
Target sequence (P18177 whole entry, looked up): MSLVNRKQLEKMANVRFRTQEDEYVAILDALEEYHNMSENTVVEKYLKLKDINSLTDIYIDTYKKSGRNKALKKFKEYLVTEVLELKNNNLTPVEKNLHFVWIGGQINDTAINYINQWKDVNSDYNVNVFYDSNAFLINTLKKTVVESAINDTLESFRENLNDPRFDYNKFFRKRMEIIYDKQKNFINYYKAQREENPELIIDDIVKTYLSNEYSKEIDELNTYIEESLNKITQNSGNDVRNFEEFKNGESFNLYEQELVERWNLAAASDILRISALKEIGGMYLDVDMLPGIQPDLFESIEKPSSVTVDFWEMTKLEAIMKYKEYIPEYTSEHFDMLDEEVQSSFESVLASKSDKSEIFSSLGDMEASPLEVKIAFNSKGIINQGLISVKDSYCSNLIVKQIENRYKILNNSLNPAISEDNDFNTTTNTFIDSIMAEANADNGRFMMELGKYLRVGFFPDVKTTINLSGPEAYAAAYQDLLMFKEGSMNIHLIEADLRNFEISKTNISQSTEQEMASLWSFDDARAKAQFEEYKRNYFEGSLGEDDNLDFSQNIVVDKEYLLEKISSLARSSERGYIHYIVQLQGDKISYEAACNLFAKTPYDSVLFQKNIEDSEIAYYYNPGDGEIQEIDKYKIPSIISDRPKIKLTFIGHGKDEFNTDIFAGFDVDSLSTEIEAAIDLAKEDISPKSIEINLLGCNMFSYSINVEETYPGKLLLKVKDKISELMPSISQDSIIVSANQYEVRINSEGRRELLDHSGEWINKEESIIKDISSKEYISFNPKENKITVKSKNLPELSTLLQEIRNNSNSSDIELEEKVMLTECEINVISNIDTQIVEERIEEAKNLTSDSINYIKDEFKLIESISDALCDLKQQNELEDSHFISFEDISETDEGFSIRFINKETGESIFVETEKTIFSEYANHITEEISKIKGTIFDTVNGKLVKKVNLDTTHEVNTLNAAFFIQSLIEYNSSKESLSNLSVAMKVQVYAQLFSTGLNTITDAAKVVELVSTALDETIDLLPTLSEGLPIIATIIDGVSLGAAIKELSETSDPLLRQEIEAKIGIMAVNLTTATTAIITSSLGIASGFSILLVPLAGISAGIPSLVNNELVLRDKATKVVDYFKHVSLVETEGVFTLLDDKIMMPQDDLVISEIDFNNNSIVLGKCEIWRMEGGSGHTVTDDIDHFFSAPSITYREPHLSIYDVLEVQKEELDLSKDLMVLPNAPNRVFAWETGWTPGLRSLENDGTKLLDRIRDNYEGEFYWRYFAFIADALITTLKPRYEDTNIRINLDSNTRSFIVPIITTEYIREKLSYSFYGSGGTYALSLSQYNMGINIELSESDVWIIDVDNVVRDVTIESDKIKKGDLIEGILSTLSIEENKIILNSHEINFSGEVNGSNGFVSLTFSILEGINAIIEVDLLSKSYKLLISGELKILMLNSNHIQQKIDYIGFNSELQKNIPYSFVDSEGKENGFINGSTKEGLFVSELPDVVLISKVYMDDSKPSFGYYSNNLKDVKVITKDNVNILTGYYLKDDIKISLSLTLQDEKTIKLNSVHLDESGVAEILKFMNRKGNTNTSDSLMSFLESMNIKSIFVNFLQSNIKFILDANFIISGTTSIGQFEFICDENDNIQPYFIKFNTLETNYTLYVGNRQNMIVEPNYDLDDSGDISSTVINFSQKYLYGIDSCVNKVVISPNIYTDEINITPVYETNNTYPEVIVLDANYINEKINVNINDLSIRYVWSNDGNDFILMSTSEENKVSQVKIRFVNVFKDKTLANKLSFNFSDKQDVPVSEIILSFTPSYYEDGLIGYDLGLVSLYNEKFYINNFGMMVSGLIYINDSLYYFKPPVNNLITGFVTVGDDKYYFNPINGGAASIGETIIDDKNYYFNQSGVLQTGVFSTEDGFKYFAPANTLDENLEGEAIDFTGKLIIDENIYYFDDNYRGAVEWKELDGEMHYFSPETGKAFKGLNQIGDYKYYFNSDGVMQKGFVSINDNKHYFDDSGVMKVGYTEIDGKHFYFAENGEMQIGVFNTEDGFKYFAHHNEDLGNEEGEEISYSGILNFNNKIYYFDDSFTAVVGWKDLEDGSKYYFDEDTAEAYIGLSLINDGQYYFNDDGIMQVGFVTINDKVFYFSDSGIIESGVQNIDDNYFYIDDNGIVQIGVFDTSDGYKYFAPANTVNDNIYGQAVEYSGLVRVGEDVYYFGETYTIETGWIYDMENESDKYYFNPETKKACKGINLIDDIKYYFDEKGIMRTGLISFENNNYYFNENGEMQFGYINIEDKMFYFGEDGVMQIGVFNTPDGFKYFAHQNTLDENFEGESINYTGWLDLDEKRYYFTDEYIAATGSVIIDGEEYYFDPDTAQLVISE
Mtb BioA inh – inhibitors of Mycobacterium tuberculosis BioA enzyme | actives 0.096% (n = 360,000) | inhibition, % at 9.99 µM | purified M. tuberculosis BioA enzyme, plate reader; in the data active means inhibition above about 40%
* hit, by the source's call; & = joins results of further samples.

SMILES	TcdB GH inh	Mtb BioA inh
Cc1ccc(S(=O)(=O)N[C@H]2CC[C@@H](CCNC(=O)c3ccccc3F)O[C@@H]2CO)cc1	0.6	-0.4
COc1cccc(S(=O)(=O)Nc2ccc3c(c2)[C@H]2C[C@@H](CC(=O)N4CCCCC4)O[C@@H](CO)[C@H]2O3)c1	0.2	-15.7
O=C(C[C@@H]1CC[C@H]2[C@@H](COC[C@@H](O)CN2Cc2cc(F)cc(F)c2)O1)NCc1cccc(F)c1	-0.7	-2.2
C[C@H]1CN([C@@H](C)CO)C(=O)c2cc(Br)cnc2O[C@@H]1CN(C)C(=O)C1CCOCC1	0.9	0.4
C/C=C/c1ccc2c(c1)O[C@@H](CN(C)C(=O)Cc1cccnc1)[C@H](C)CN([C@@H](C)CO)S2(=O)=O	-0.3	14.9
CO[C@H]1CC[C@@H]2CCN(C)C(=O)CC3(CCCCC3)CN(C)C(=O)c3cccc(C#N)c3OC[C@H]1O2	0.1	-1.3
CCCC#Cc1ccc2c(c1)O[C@@H](CN(C)C(C)=O)[C@@H](C)CN([C@@H](C)CO)S2(=O)=O	0.5	-0.3
CCCC(=O)Nc1ccc2c(c1)C(=O)N(C)C[C@H](OC)[C@@H](C)CN(Cc1cccc(F)c1)[C@H](C)CO2	-0.4	-0.3
CCC(=O)Nc1ccc2c(c1)OC[C@@H](C)NC[C@H](C)[C@@H](OC)CN(C)C2=O	0.8	-3.4
CC(C)NC(=O)Nc1ccc2c(c1)C(=O)N([C@H](C)CO)C[C@@H](C)[C@@H](CN(C)C(=O)Nc1ccc3c(c1)OCO3)O2	0.8	-2.2
C[C@@H]1CN([C@H](C)CO)S(=O)(=O)c2ccc(C#CC3CCCCC3)cc2O[C@@H]1CN(C)C	-3.0	0.9
CO[C@@H]1CN(C)C(=O)c2cc(NC(=O)c3ccccc3F)ccc2OC[C@H](C)N(CC2CC2)C[C@H]1C	0.0	2.7
C[C@@H]1CN([C@@H](C)CO)C(=O)c2cccc(NC(=O)Nc3ccc4c(c3)OCO4)c2O[C@@H]1CN(C)S(C)(=O)=O	0.8	-2.3
C[C@@H]1CN([C@H](C)CO)C(=O)c2cc(NC(=O)c3ccccc3)ccc2O[C@@H](C)CCCCO[C@H]1CN(C)C(=O)CCC(F)(F)F	-3.6	0.6
Cc1noc(C)c1NC(=O)N[C@H]1C=C[C@H](CC(=O)Nc2ccccc2)O[C@H]1CO	0.3	-5.1
COc1ccccc1C#Cc1ccc([C@@H]2[C@@H](CO)N3CCCCN(C(=O)C4CC4)C[C@@H]23)cc1	-0.5	-2.0
C[C@@H]1CCCCO[C@H](CN(C)Cc2ccccc2)[C@H](C)CN([C@@H](C)CO)C(=O)c2cc(NC(=O)Nc3ccc(F)cc3)ccc2O1	0.7	-1.6
CCS(=O)(=O)N1CCCCN2[C@H](CO)[C@H](c3ccc(C#Cc4ccccc4OC)cc3)[C@@H]2C1	0.3	-5.0
C[C@@H]1CCCCO[C@H](CN(C)Cc2ccc(C(=O)O)cc2)[C@@H](C)CN([C@H](C)CO)C(=O)c2cc(NC(=O)c3ccncc3)ccc2O1	0.1	-4.3
O=C(N[C@@H]1CC[C@@H](CCNC(=O)C2CCCCC2)O[C@H]1CO)c1ccccn1	-1.0	0.8
Cc1ccc(S(=O)(=O)N(C)C[C@H]2Oc3c(cccc3N(C)C)C(=O)N([C@@H](C)CO)C[C@@H]2C)cc1	0.1	1.5
COc1ccc(NC(=O)N(C)C[C@@H]2Oc3c(NC(=O)NC4CCCCC4)cccc3C(=O)N([C@@H](C)CO)C[C@H]2C)cc1	2.1	-0.4
O=C(C[C@@H]1CC[C@H](NC(=O)c2ccc3c(c2)OCO3)[C@@H](CO)O1)NC1Cc2ccccc2C1	-0.1	1.8
CCNC(=O)C[C@H]1CC[C@H]2[C@@H](COc3ccc(NC(=O)Nc4ccc(F)cc4)cc3C(=O)N2C)O1	-3.5	-1.1
CNC[C@H]1Oc2ccc(NS(C)(=O)=O)cc2CC(=O)N([C@H](C)CO)C[C@@H]1C	-0.4	-0.2
C[C@@H]1CN([C@@H](C)CO)C(=O)Cc2cc(NS(=O)(=O)c3ccc(F)cc3)ccc2O[C@H]1CN(C)Cc1ccncc1	0.2	1.0
Cc1noc(C)c1S(=O)(=O)Nc1ccc2c(c1)C(=O)N([C@@H](C)CO)C[C@H](C)[C@@H](CN(C)Cc1ccc(C(=O)Nc3ccccc3N)cc1)OCCCC[C@@H](C)O2	-0.2	-0.5
CO[C@@H]1CN(C)C(=O)c2cc(NC(C)=O)ccc2OC[C@@H](C)N(Cc2cncnc2)C[C@@H]1C	-0.7	-3.2
C[C@@H]1CN([C@@H](C)CO)S(=O)(=O)c2ccc(C3=CCCCC3)cc2O[C@@H]1CN(C)C(=O)c1ccc(F)cc1	-0.9	-2.1
CC(C)NC(=O)N(C)C[C@@H]1Oc2c(cccc2N(C)C)C(=O)N([C@H](C)CO)C[C@H]1C	-0.6	-1.4

Molecules shown so far with an aryl methoxy group (four):
SMILES	TcdB GH inh	Mtb BioA inh
COc1cccc(S(=O)(=O)Nc2ccc3c(c2)[C@H]2C[C@@H](CC(=O)N4CCCCC4)O[C@@H](CO)[C@H]2O3)c1	0.2	-15.7
COc1ccccc1C#Cc1ccc([C@@H]2[C@@H](CO)N3CCCCN(C(=O)C4CC4)C[C@@H]23)cc1	-0.5	-2.0
CCS(=O)(=O)N1CCCCN2[C@H](CO)[C@H](c3ccc(C#Cc4ccccc4OC)cc3)[C@@H]2C1	0.3	-5.0
COc1ccc(NC(=O)N(C)C[C@@H]2Oc3c(NC(=O)NC4CCCCC4)cccc3C(=O)N([C@@H](C)CO)C[C@H]2C)cc1	2.1	-0.4

The results go on.
SMILES	TcdB GH inh	Mtb BioA inh
C[C@@H]1CN([C@@H](C)CO)C(=O)c2cc(NC(=O)CCN3CCOCC3)ccc2O[C@@H]1CN(C)Cc1ccc(C(=O)O)cc1	-3.0	0.0
O=C(NC[C@@H]1[C@@H](c2ccccc2)[C@@H](CO)N1C(=O)Cc1ccncc1)C1CCC1	-0.3	-1.6
O=C(C[C@@H]1C[C@H]2c3cc(NC(=O)CC4CC4)ccc3O[C@H]2[C@H](CO)O1)NCc1ccc(Cl)cc1	-4.7	-0.5
Cc1ccc(S(=O)(=O)N(C)C[C@@H]2OCCCC[C@H](C)Oc3ccc(NS(=O)(=O)c4ccc(Cl)cc4)cc3C(=O)N([C@H](C)CO)C[C@@H]2C)cc1	-1.3	-1.8
O=C(NCC[C@H]1CC[C@H](NC(=O)C2CCCC2)[C@H](CO)O1)c1cc(Cl)cc(Cl)c1	-1.0	-0.1
COc1ccc(NC(=O)Nc2ccc3c(c2)C(=O)N([C@@H](C)CO)C[C@H](C)[C@@H](CN(C)C(=O)Nc2ccc(F)cc2)OCCCC[C@H](C)O3)cc1	0.0	-0.4
CO[C@H]1CN(C)C(=O)c2cc(NC(=O)Nc3cc(F)ccc3F)ccc2OC[C@H](C)NC[C@@H]1C	-2.1	-0.9
COc1ccccc1-c1cnc2c(c1)C(=O)N([C@@H](C)CO)C[C@H](C)[C@@H](CN(C)Cc1cccnc1)O2	0.1	-0.1
C[C@@H]1CN([C@@H](C)CO)C(=O)c2cccc(NS(=O)(=O)c3ccc(F)cc3)c2O[C@H]1CN(C)Cc1ccc(-c2ccccc2)cc1	0.7	-0.6
CNC[C@H]1Oc2cc(-c3ccc(C#N)cc3)ccc2S(=O)(=O)N([C@H](C)CO)C[C@@H]1C	0.3	-3.3
Cc1noc(C)c1S(=O)(=O)N(C)C[C@H]1Oc2c(NC(=O)c3ccc(-c4nccs4)cc3)cccc2C(=O)N([C@H](C)CO)C[C@H]1C	-0.2	1.0
C[C@@H](NC(=O)C[C@H]1CC[C@@H]2[C@H](COC[C@H](O)CN2C(=O)Nc2cc(Cl)cc(Cl)c2)O1)c1ccccc1	-0.7	-1.7
C[C@@H]1CCCCO[C@@H](CN(C)C(=O)c2ccccc2)[C@@H](C)CN([C@H](C)CO)C(=O)c2cc(NC(=O)Nc3cccc4ccccc34)ccc2O1	-1.7	-3.1
CNC[C@H]1Oc2ccc(NC(=O)C3CC3)cc2C(=O)N([C@@H](C)CO)C[C@@H]1C	-0.4	-1.2
CC(C)NC(=O)N(C)C[C@H]1Oc2ccc(NC(=O)Nc3ccc4c(c3)OCO4)cc2C(=O)N([C@@H](C)CO)C[C@H]1C	0.2	-0.5
C[C@@H]1CCCCO[C@@H](CN(C)CC2CCCCC2)[C@@H](C)CN([C@@H](C)CO)C(=O)c2cc(NC(=O)Nc3ccc(C(F)(F)F)cc3)ccc2O1	-1.3	-0.5
Cc1noc(C)c1NC(=O)Nc1ccc2c(c1)C(=O)N([C@H](C)CO)C[C@H](C)[C@H](CN(C)S(C)(=O)=O)OCCCC[C@H](C)O2	0.8	-2.0
CCCNC(=O)N1C[C@H](C)[C@H](OC)CN(C)C(=O)c2cc(NS(=O)(=O)CC(F)(F)F)ccc2OC[C@@H]1C	-1.1	-0.9
Cc1noc(C)c1S(=O)(=O)Nc1cccc2c1O[C@H](CN(C)C(=O)NC1CCCCC1)[C@H](C)CN([C@H](C)CO)C2=O	1.1	-1.4
Cc1noc(C)c1S(=O)(=O)N(C)C[C@@H]1Oc2c(NC(=O)C3CCCCC3)cccc2C(=O)N([C@@H](C)CO)C[C@@H]1C	0.0	-1.1
C[C@H](CO)N1C[C@H](C)[C@@H](CN(C)S(=O)(=O)c2cccs2)Oc2ccc(NC(=O)CCCCCC(=O)Nc3ccccc3N)cc2C1=O	-0.2	1.2
COc1ccc(S(=O)(=O)Nc2ccc3c(c2)C(=O)N([C@@H](C)CO)C[C@@H](C)[C@H](CN(C)S(=O)(=O)c2ccc(C)cc2)OCCCC[C@H](C)O3)cc1	-0.9	0.0
Cc1noc(C)c1NC(=O)N1C[C@H](O)COC[C@H]2O[C@@H](CC(=O)NCC3CCCCC3)CC[C@@H]21	-0.3&1.1	-2.0
COCC(=O)Nc1ccc2c(c1)C(=O)N(C)C[C@@H](OC)[C@@H](C)CN(CCC(F)(F)F)[C@@H](C)CO2	-1.4	-1.4
OC[C@@H]1[C@@H](c2ccc(C#CC3CC3)cc2)[C@@H]2CN(CCC(F)(F)F)CCCCN12	-0.1	0.4
COCC(=O)Nc1ccc2c(c1)[C@@H]1C[C@@H](CC(=O)N3CCOCC3)O[C@H](CO)[C@@H]1O2	-0.6	0.3
CNC[C@H]1Oc2ccc(NC(=O)CCC(F)(F)F)cc2CC(=O)N([C@@H](C)CO)C[C@@H]1C	-1.5	-2.5
Cc1ccc(S(=O)(=O)Nc2ccc3c(c2)C(=O)N([C@H](C)CO)C[C@H](C)[C@H](CN(C)C(=O)NC2CCCCC2)OCCCC[C@H](C)O3)cc1	-0.5	-0.5
COc1ccc(NC(=O)Nc2ccc3c(c2)C(=O)N([C@H](C)CO)C[C@@H](C)[C@H](CN(C)Cc2ccc(C(=O)O)cc2)O3)cc1	-0.1	1.9
CCc1cnc(N2[C@H](CO)[C@@H](c3ccc(-c4cccc(F)c4)cc3)[C@@H]2C#N)s1	0.6	-0.7
CCNC(=O)C[C@@H]1CC[C@@H]2[C@@H](COc3ccc(NC(=O)Nc4ccccc4OC)cc3C(=O)N2C)O1	0.8	-2.3
Cc1noc(C)c1NC(=O)Nc1ccc2c(c1)CC(=O)N([C@H](C)CO)C[C@@H](C)[C@H](CN(C)Cc1ccncc1)O2	-1.3	1.2
O=C(C[C@@H]1CC[C@@H]2[C@H](COC[C@H](O)CN2C(=O)c2cccnc2)O1)NCc1ccc(-c2ccccc2)cc1	0.4	-2.2
Cc1noc(C)c1S(=O)(=O)Nc1ccc2c(c1)CC(=O)N([C@H](C)CO)C[C@@H](C)[C@@H](CN(C)Cc1ccncc1)O2	-0.2	-1.8
COc1cccc(S(=O)(=O)Nc2ccc3c(c2)C(=O)N(C)C[C@@H](OC)[C@@H](C)CN(C(=O)Cc2cccnc2)[C@@H](C)CO3)c1	0.1	2.6
Cc1noc(C)c1S(=O)(=O)Nc1ccc2c(c1)C(=O)N([C@H](C)CO)C[C@@H](C)[C@@H](CN(C)C(=O)NC1CCCCC1)OCCCC[C@@H](C)O2	0.5	-0.6
C[C@H]1CN([C@@H](C)CO)C(=O)c2cccc(NS(=O)(=O)c3ccccc3)c2O[C@H]1CN(C)C(=O)Nc1cccc2ccccc12	-2.3	1.0
C[C@H](O)C#Cc1ccc2c(c1)O[C@@H](CN(C)C(=O)C1CCC1)[C@H](C)CN([C@H](C)CO)S2(=O)=O	-1.1	3.3
O=C(Nc1ccccc1F)N[C@H]1CC[C@@H](CC(=O)N2CCCCC2)O[C@H]1CO	-0.4	0.5
N#C[C@H]1[C@H](c2ccc(-c3cccnc3)cc2)[C@H](CO)N1C(=O)C1CC1	0.9	3.0

Compound profiles, as listed above. Screens in order: TcdB GH inh | Mtb BioA inh
`O=C(Nc1ccccc1F)N[C@H]1CC[C@@H](CC(=O)N2CCCCC2)O[C@H]1CO` is listed as -0.4 | 0.5
`C[C@H]1CN([C@@H](C)CO)C(=O)c2cccc(NS(=O)(=O)c3ccccc3)c2O[C@H]1CN(C)C(=O)Nc1cccc2ccccc12` is listed as -2.3 | 1.0
`CCNC(=O)C[C@@H]1CC[C@@H]2[C@@H](COc3ccc(NC(=O)Nc4ccccc4OC)cc3C(=O)N2C)O1` is listed as 0.8 | -2.3
`N#C[C@H]1[C@H](c2ccc(-c3cccnc3)cc2)[C@H](CO)N1C(=O)C1CC1` is listed as 0.9 | 3.0
`Cc1noc(C)c1S(=O)(=O)Nc1ccc2c(c1)CC(=O)N([C@H](C)CO)C[C@@H](C)[C@@H](CN(C)Cc1ccncc1)O2` is listed as -0.2 | -1.8

New compounds follow:
SMILES	TcdB GH inh	Mtb BioA inh
CC(C)NC(=O)Nc1ccc2c(c1)C(=O)N([C@@H](C)CO)C[C@@H](C)[C@@H](CN(C)CC1CCCCC1)OCCCC[C@H](C)O2	0.4	1.7
C[C@@H]1CN([C@@H](C)CO)C(=O)c2cc(NC(=O)c3ccncc3)ccc2O[C@@H](C)CCCCO[C@@H]1CN(C)S(=O)(=O)c1cccs1	0.0	-0.2
Cc1noc(C)c1S(=O)(=O)N(C)C[C@@H]1OCCCC[C@H](C)Oc2ccc(NC(=O)NC3CCCCC3)cc2C(=O)N([C@H](C)CO)C[C@@H]1C	-1.0	0.6
COc1ccc(-c2cnc3c(c2)C(=O)N([C@H](C)CO)C[C@@H](C)[C@@H](CN(C)C(=O)C2CCOCC2)O3)cc1	1.2	4.0

Not all compounds are listed (hit frequency here may not be typical).
